CHO-K1 Ca antag: M1 antagonist counterscreen hit in parental CHO-K1 cells; ATP-induced calcium, Fluo-8 fluorescence; inhibition, % at 3 µM; 360,000 tested, 0.6% active; AID 602250;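 active = inhibition above a per-plate cutoff, the plate's mean sample inhibition plus 3 SD, cut at about 24% in these data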;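 also: 0% = DMSO plus EC80 ATP and 100% = DMSO alone without ATP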
TAAR1 agonist: agonists of human TAAR1; Q96RJ0; CHO RD-HGA16 TAAR1, Fluo-8 calcium fluorescence; vehicle wells 0%, saturating PEA agonist 100%; activation, % at 3 µM; 360,000 tested, 0.99% active; AID 624467;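 active = activation above the mean activation of all test compounds in the run plus 3 SD, cut at about 38% in these data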
Target sequence (Q96RJ0 whole entry, looked up): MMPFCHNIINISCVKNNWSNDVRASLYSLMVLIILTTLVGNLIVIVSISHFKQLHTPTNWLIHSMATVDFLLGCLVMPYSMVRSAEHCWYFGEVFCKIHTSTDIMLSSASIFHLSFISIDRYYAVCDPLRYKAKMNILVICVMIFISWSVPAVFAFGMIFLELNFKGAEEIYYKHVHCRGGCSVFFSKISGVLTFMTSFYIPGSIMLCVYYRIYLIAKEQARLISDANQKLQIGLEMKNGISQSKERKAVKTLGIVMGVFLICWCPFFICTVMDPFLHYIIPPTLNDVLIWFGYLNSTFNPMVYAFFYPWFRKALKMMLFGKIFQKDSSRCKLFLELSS
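Assay system: CHO-derived RD-HGA16 cells with stable Gα16 and human TAAR1; timing: 17-24 h seeding, 75 min 37 °C dye, 30 min RT; read-out: % activation from peak over basal fluorescence ratio, DMSO-to-PEA scaled; measured by: kinetic Fluo-8 calcium fluorescence; benchmarks: low control DMSO, high control PEA (EC100); doses: 3 µM single concentration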
CHRM1 agonist: activates human CHRM1 receptor. CHO-K1 hM1, Fluo-8 calcium fluorescence, agonist mode; 0% DMSO, 100% acetylcholine EC100. activation, % at 3 µM. 360,000 tested, 0.33% active. AID 588814;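 active = activation above the run's mean compound activation plus 3 SD, cut at about 16% in these data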;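 also: peak over basal fluorescence ratio within a 140 s kinetic read after compound addition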
Target sequence (P11229 whole entry, looked up): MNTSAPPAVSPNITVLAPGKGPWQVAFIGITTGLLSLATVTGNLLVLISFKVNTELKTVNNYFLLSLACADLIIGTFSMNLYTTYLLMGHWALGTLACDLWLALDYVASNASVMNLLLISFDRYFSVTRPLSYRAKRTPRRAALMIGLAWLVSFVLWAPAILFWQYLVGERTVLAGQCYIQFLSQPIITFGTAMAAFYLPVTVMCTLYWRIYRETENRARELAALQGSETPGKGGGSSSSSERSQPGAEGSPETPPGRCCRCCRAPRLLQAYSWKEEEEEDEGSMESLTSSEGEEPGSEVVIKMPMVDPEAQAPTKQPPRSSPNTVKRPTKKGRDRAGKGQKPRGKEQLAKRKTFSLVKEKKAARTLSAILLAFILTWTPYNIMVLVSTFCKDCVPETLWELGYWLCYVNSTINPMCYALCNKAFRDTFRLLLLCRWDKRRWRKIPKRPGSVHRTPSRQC
CHO parental Ca: signal in parental CHO cells, OX1R antagonist counter-screen; parental CHO-K1, ATP-induced calcium, Fluo-8 fluorescence; 330,000 tested, 0.63% active; inhibition, % at 5.6 µM;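 active = inhibition above that plate's mean sample inhibition plus 3 SD, cut at about 26% in these data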;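 also: 0% = ATP-challenged DMSO wells and 100% = DMSO wells without ATP; some compounds past the cut are filed as inactive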
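Test system: untransfected parental CHO cell line; also added: ATP stimulus; dosing: 5.6 µM, single dose; signal: calcium-sensitive Fluo-8 fluorescence; measure: percent inhibition of ATP-evoked calcium rise, normalized to controls; benchmarks: low control ATP plus DMSO, high control DMSO only; replication: one well per compound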
M1 PAM parental: nonselective activator or artifact in parental CHO-K1 calcium assay; activation, % at 3 µM; ATP EC20, Fluo-8 calcium fluorescence; 0% at ATP EC20, 100% at ATP max; 360,000 tested, 0.02% active;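 active = activation above the run cutoff, the mean activation of all test compounds plus 3 SD, cut at about 40% in these data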;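 also: peak over basal fluorescence ratio in a 140 s read after ATP addition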
CHO-K1 Ca ag: M1 agonist counterscreen hit in parental CHO-K1 cells | Fluo-8 calcium fluorescence; scaled to maximal ATP response, vehicle zero | activation, % at 3 µM | 360,000 tested, 0.48% active | AID 602248; in the data active = activation above about 15%;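 also: untransfected CHO-K1 host cells lacking M1 receptor as counterscreen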
CHRM1 antagonist: antagonists of human M1 muscarinic receptor; inhibition, % at 3 µM; 360,000 tested, 1.3% active; CHO-K1 hM1, Fluo-8 calcium fluorescence, ACh EC80 antagonist;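 active = percent inhibition above its own plate's cutoff, namely the mean of that plate's compound wells plus 3 SD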;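 also: peak over basal fluorescence ratio during 140 s after agonist addition; 0% = ACh EC80 plus DMSO and 100% = DMSO alone without agonist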
TAAR1 antagonist: antagonists of human TAAR1; Q96RJ0; CHO RD-HGA16 TAAR1, Fluo-8 calcium fluorescence, antagonist; inhibition, % at 3 µM; 360,000 tested, 1.5% active; AID 624466;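 active = inhibition above a per-plate cutoff, the mean inhibition of test compounds on that plate plus 3 SD, cut at about 49% in these data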;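 also: 0% = DMSO plus EC80 beta-PEA response and 100% = DMSO alone without agonist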
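Material: CHO RD-HGA16 cells bearing hTAAR1; compound dosing: one-point dosing, 3 µM nominal final; schedule: dye loading 75 min at 37 °C, then 30 min room temperature; measured by: calcium fluorescence with Fluo-8; control set: vehicle and agonist controls; replication: n of 1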
OXTR potentiator: potentiators of human oxytocin receptor; CHO-OTR cells, Fluo-8 calcium fluorescence, potentiator mode; 0% = oxytocin EC15, 100% = EC100; 320,000 tested, 0.061% active; activation, % at 3 µM;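 active = activation above that plate's cutoff, the mean activation of tested compounds plus 3 SD, cut at about 6.6% in these data, passing the limit was not always enough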;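 also: 100% uses oxytocin at 75 nM as the full agonist control; some results filed as inactive read as strong as hits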
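Replication – single well per compound, singlicate · Assay system – CHO cell line stably expressing human OTR · Timing – 6 min pre-incubation, 100 s read · Measure – normalized max/min fluorescence ratio, % activation · Doses – 3.0 µM, one dose · Detection – Fluo-8 calcium dye fluorescence · Probe or stimulus – oxytocin near EC15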
Active calls of the source: *; · = no result given.

Compound,CHO-K1 Ca antag,TAAR1 agonist,CHRM1 agonist,CHO parental Ca,M1 PAM parental,CHO-K1 Ca ag,CHRM1 antagonist,TAAR1 antagonist,OXTR potentiator
COc1cc(C#N)c(NC(=S)N2CCN(C(=O)c3ccco3)CC2)cc1OC,16,3,2,·,2,-0.1,-1,0,·
NC(=O)c1ccsc1NC(=O)COC(=O)c1cc(=O)[nH]c2ccccc12,5,10,-1,-19,-12,4.8,13,50*,-11
COC(=O)c1n[nH]c2ccccc12,-10,7,-4,4,25,1.0,-8,-9,-2
Cc1ccc(C)c(NS(=O)(=O)c2csc(C(N)=O)c2)c1,-10,1,-1,-7,-14,2.6,7,-7,-16
Cn1c(O)c(C=Nc2ccc(N3CCOCC3)cc2)c(=O)n(C)c1=S,-2,5,-3,·,14,1.8,-5,-5,·
Cc1ccc(CNC(=O)COC(=O)C2CCC2)cc1,-4,2,-1,-8,1,0.0,-3,-5,0
Cc1oc(-c2ccc(Cl)cc2)nc1CS(=O)CC(=O)NC1CCCCC1 (stereo not drawn),-9,0,-3,-5,-4,-0.1,-3,-28,1
COc1cc2[nH]c(=S)n(Cc3ccc(F)cc3)c(=O)c2cc1OC,-2,6,1,-10,12,-0.6,-9,-14,1
C/C(N)=C(/C#N)C(=O)COC(=O)CNS(=O)(=O)c1ccc(F)c(F)c1F,7,4,-3,-9,-21,0.3,-6,-27,-20
CC(=O)c1sc(NC(=O)CN2C(=O)C3CCCCC3C2=O)nc1-c1ccccc1 (stereo not drawn),-14,6,-3,-17,8,3.3,-2,14,0
Cc1ccc(CN2C(=O)NC(Cc3c[nH]c4ccccc34)C2=O)cc1 (stereo not drawn),-7,-3,-4,-12,27,1.5,-2,0,-4
CNC(=O)c1ccccc1Sc1cccc2cccc(C(=O)O)c12,-5,-1,-3,-8,-33,-0.3,-8,-3,-2
O=C(O)Cc1sc(Nc2cccc3ccccc23)nc1-c1ccccc1,-11,1,-3,-15,3,0.6,4,-2,-7
CC(C)OC(=O)c1ccc(S(N)(=O)=O)o1,13,3,-3,-11,-7,-0.2,6,-6,-7
CCCNC(=O)C1(C)CCCN(Cc2csc3ccccc23)C1 (stereo not drawn),-2,1,-6,·,2,0.6,-1,-6,·
CCOc1cc(/C=N/NC(=O)c2cc(-c3ccccc3)nc3ccccc23)ccc1O,-23,6,1,-52,41*,6.9,5,52*,-20
Cc1cccc2cc3c(N)c(C(=O)N4CCCc5ccccc54)sc3nc12,13,12,5,-1,13,11,22,20,-9
O=C(O)c1cc(-c2cccc([N+](=O)[O-])c2)n[nH]1,12,5,-4,-12,1,0.3,26,2,-3
Cc1ccc2c(C(=O)CN3CCOCC3)c(C)[nH]c2c1,7,0,-4,-1,-2,-0.2,-3,-13,-4
CC1(C)CC(=O)c2sc(NC(=O)Cc3cccs3)nc2C1,23,6,-1,-5,19,-0.4,-6,-14,-5
COc1ccc(S(=O)(=O)N2CCOCC2)cc1NC(=O)CC1CCCC1,-13,-1,-4,-13,0,1.0,-6,3,-8
COCc1c(C(=O)OCC(=O)NCCN2C(=O)CSC2=O)oc2ccccc12,1,2,-5,-13,-4,-0.2,3,-13,-13
CN(Cc1ccc(F)cc1)C(=O)CN1CCN(S(=O)(=O)c2ccc3c(c2)OCCCO3)CC1,-16,0,-4,·,-11,1.2,0,-8,·
Cc1nc2ccc(-c3nc4ccccc4o3)cc2[nH]1,-9,1,1,-6,19,0.6,-13,5,-5
CSc1sc(C(=O)OC(C)C)c2c1C(=O)CC(C)(C)C2,-7,2,-2,-6,1,-0.1,-14,-40,-3
COC(=O)[C@H](C)NC(=O)Nc1ccccc1C(F)(F)F,-11,13,-4,-6,18,0.7,-8,8,-7
CCCC(NC(=O)Cc1c(C)c2c(cc(C)c3c(C)coc32)oc1=O)C(=O)O (stereo not drawn),-9,3,-2,10,7,0.1,-12,-6,0
COCCNC(=O)c1ccccc1NC(=O)c1cccc([N+](=O)[O-])c1C,-18,6,-2,-17,22,2.0,-14,-3,0
COc1ccc(-n2nnnc2SCC(=O)c2ccc3c(c2)OCCO3)cc1,0,0,-2,-6,9,0.2,-9,-4,2
CC(O)[C@H]1CN=C(N)N1CC1CCCCC1 (stereo partly drawn),-11,8,-12,12,12,1.1,-2,-9,-4
CC(=O)Oc1cccc(NC(=O)c2ccc3c(c2)C(=O)N(CC(C)C)C3=O)c1,-16,8,-2,-6,6,7.3,3,20,-10
CCCNC(=O)Cn1nc(C(F)(F)F)c2c1CCC2,-19,1,-4,-6,13,0.8,-9,-2,-13
COc1ccc(OC)c(NC(=S)NCc2cccs2)c1,-4,-1,-1,-6,23,0.2,16,6,-7
Cc1cccc(C)c1NC(=O)c1cc(S(=O)(=O)N2CCOCC2)ccc1F,-3,4,-3,-12,15,0.6,9,5,-3
N#Cc1ccc(OCC(=O)N2CCN(c3ccc(C(F)(F)F)cn3)CC2)cc1,-8,3,-7,-12,12,0.1,7,9,-12
S=c1[nH]cc(-c2ccccc2)n1-c1cccc(Cl)c1,4,3,-7,-19,1,0.1,2,1,-8
CCc1cc(-c2nnn(CCC3COCCO3)c2CC)ccc1-c1cn(Cc2ccccc2)nn1 (stereo not drawn),2,11,8,·,-2,6.9,7,-7,·
N#Cc1ccc(NC(=S)NC(=O)C2CCCCC2)cc1,18,-1,-6,-11,5,0.4,2,1,0
CC(=O)Nc1ccc(S(=O)(=O)NC(C)C(=O)NCC(c2ccco2)N(C)C)cc1 (stereo not drawn),1,1,-5,·,2,0.8,-10,1,·
CCCCNC(=O)Nc1nc2ccc(CC)cc2s1,-2,0,-5,-19,0,5.7,6,-5,-8

Of the compounds above, two have a nitro group on carbon:
Compound,CHO-K1 Ca antag,TAAR1 agonist,CHRM1 agonist,CHO parental Ca,M1 PAM parental,CHO-K1 Ca ag,CHRM1 antagonist,TAAR1 antagonist,OXTR potentiator
O=C(O)c1cc(-c2cccc([N+](=O)[O-])c2)n[nH]1,12,5,-4,-12,1,0.3,26,2,-3
COCCNC(=O)c1ccccc1NC(=O)c1cccc([N+](=O)[O-])c1C,-18,6,-2,-17,22,2.0,-14,-3,0

Going on with the list.
Compound,CHO-K1 Ca antag,TAAR1 agonist,CHRM1 agonist,CHO parental Ca,M1 PAM parental,CHO-K1 Ca ag,CHRM1 antagonist,TAAR1 antagonist,OXTR potentiator
Cc1cc(C)n2nc(C(=O)OCC(=O)NNC(=O)c3ccc(Cl)cc3)nc2n1,-6,0,0,0,12,1.8,4,4,-4
Cc1ccc([C@H]2N[C@]3(CCCN(CC4CCCCC4)C3=O)[C@H]3C(=O)N(C)C(=O)[C@@H]23)cc1,8,0,0,·,7,3.5,-1,-21,·
Cc1ccccc1CNC(=O)c1[nH]c(C(F)(F)F)nc1-c1ccccc1,3,2,3,·,-11,1.6,-7,-1,·
CCCCC(=O)N(C)c1c(C)nc2ccc(C(=O)N3CCN(C(=O)c4ccco4)CC3)cn12,-1,2,-3,·,18,0.0,-3,-9,·
CCc1ccccc1NC(=S)N1CCN(c2ccccn2)CC1,-1,5,-6,-5,18,8.8,-14,1,-6
CC1(C)Cc2c(cnn2-c2ccccc2)C(NC(=O)CCc2ccc(=O)[nH]n2)C1 (stereo not drawn),-9,2,-4,-3,-3,0.8,-14,-21,-8
COCCCN1C(=O)C(=O)/C(=C(/O)c2ccc(S(=O)(=O)N3CCCCC3)cc2)C1c1ccc(O)cc1 (stereo not drawn),-19,0,-1,5,8,0.1,-7,7,-1
COc1ccc(Nc2ccc([N+](=O)[O-])cn2)cc1,13,-2,-6,9,-9,-0.2,-4,-16,-2
S=C(NC1CCCCC1)N(CCc1nc2ccccc2[nH]1)C1CCCC1,-8,10,-1,-24,14,4.9,12,54*,-13
Cc1ccccc1OCc1nnc(SCC(=O)NC2CCCCC2)o1,-16,-1,-4,-8,9,3.3,-6,4,-2
NS(=O)(=O)c1ccc(NC(=S)NCc2ccccc2Cl)cc1,-1,4,-5,4,0,0.1,3,17,-8
C/C(=C\C(=O)c1ccccc1)NCc1ccc(F)cc1,-10,-1,-3,-31,7,0.9,-22,14,-9
CCN(Cc1ccccc1)S(=O)(=O)c1ccc(OC)c2ncccc12,-19,8,4,-25,18,3.7,-29,-57,0
CC(C)S(=O)(=O)C1=NSC2=NC(=O)/C(=C\c3ccc(-c4cccc(C(=O)O)c4)o3)C(=N)N21,1,2,3,·,-13,0.1,14,15,·
Cc1nc2ccc(NS(=O)(=O)c3ccc4c(c3)OCCO4)cc2s1,23,18,3,31,-1,7.2,31*,5,-12
CCCN(C(=O)CCSc1ccc(F)cc1)c1c(N)n(Cc2ccccc2)c(=O)[nH]c1=O,-6,1,0,-1,13,1.5,0,-17,-8
O=C(CSc1nnc(SCc2ccccc2)s1)N/N=C/c1ccc(C(=O)O)cc1,-15,1,-3,-4,18,0.3,-13,-22,-4
CC(NS(=O)(=O)c1ccc(F)cc1)C(=O)NCc1ccncc1 (stereo not drawn),-4,8,-6,-5,5,0.0,-28,-6,-8
COCc1cnc(C)nc1N,-10,3,-4,-10,18,0.6,-8,14,-3
CCOCC(=O)Nc1ccc(C)c(Cl)c1,-17,-1,-2,2,15,0.5,-6,10,-5
CCS(=O)c1ccccc1C(=O)OCC(=O)N1CCC(c2ccccc2)=N1 (stereo not drawn),-1,12,-6,-20,-5,1.0,-3,-2,2
COC(=O)c1cc(NC(=O)c2cc3ccccc3o2)cc(C(=O)OC)c1,-4,6,0,-1,4,-0.1,-3,-6,-6
CC(=O)Nc1ccc(S(=O)(=O)Nc2cccc(NC(=O)c3ccco3)c2)cc1,-6,2,-3,24,18,0.6,-1,20,-3
CCOc1ccc(CNC(=O)CCCn2nc(CC)n3c(cc4occc43)c2=O)cc1,4,5,-4,-38,7,1.4,-6,-37,-6
CC(=O)C1C(=O)C=C(c2cccs2)CC1c1ccccc1 (stereo not drawn),-1,10,-12,-9,17,1.2,2,7,1

High-throughput results as filed in PubChem BioAssay.
